Source: PubChem BioAssay
Mdm2 MdmX PPI = inhibitors of human Mdm2/MdmX interaction | O15151+Q00987 | SaOS-2 split-luciferase Mdm2/MdmX complementation, luminescence | inhibition, % at 8 µM | actives 3% (n = 330,000);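 active = inhibition of at least 50% at 8 µM in the primary screen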
Target sequence (O15151 whole entry, looked up): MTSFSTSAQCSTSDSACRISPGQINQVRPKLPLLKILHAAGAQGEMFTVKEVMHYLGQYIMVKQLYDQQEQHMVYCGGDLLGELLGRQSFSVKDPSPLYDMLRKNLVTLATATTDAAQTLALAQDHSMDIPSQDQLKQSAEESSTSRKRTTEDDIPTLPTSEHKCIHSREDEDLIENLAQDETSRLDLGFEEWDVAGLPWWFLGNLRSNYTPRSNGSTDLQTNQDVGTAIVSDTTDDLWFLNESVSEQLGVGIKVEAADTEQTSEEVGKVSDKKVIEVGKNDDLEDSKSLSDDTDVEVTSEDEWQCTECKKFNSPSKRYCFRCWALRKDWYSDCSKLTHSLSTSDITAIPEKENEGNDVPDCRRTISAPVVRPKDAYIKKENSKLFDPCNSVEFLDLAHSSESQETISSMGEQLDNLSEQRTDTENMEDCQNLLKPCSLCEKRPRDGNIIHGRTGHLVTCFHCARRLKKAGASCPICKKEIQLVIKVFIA
Target sequence (Q00987 whole entry, looked up): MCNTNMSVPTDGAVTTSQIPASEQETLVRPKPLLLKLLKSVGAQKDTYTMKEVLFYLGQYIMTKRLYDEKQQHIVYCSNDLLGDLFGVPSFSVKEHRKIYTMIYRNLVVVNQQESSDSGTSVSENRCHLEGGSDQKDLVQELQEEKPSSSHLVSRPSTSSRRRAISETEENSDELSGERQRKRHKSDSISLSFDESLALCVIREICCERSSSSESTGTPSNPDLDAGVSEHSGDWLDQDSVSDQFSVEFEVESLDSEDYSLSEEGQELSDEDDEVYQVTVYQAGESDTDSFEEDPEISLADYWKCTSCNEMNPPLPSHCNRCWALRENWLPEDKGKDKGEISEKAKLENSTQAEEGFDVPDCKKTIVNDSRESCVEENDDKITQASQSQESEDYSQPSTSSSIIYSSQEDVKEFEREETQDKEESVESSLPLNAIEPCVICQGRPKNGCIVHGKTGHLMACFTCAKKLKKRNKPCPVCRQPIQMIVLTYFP
Jurkat NFkB inh = inhibitors of the PMA/ionomycin-induced NF-kB reporter in Jurkat cells; PMA/ionomycin-induced NF-kB luciferase reporter, luminescence; inhibition, % at 4 µM; actives 0.53% (n = 330,000); AID 435003; in the data active = inhibition above about 50%
TIM10 inh = inhibits growth of TIM10 yeast strain; actives 1.4% (n = 330,000); S. cerevisiae TIM10 strain growth, BacTiter-Glo luminescence, 24 h; inhibition, % at 10 µM;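 active = inhibition of 40% or more at the single tested concentration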;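 note: wild-type TIM10 isogenic control strain grown at permissive 25 °C; 0% = DMSO yeast wells and 100% = minimal medium wells without yeast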
CHOP UPR activ = apoptotic UPR (CHOP) activation; CHO-CHOP luciferase reporter, luminescence; percent of tunicamycin response over DMSO baseline; activation, % at 10 µM; actives 0.34% (n = 330,000);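 active = at 10 µM dose, activation of 40% or more, normalized to positive control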;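 note: 100% = tunicamycin at 10 µg/mL and 0% = DMSO alone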
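Assay system: CHO cells with stable CHOP pathway luciferase reporter; Buffer or medium: F12 plus 10% serum; Times: 16-18 h cell attachment, then 6 h compound exposure, 37 °C; Signal: luciferase luminescence; Read-out basis: percent activation relative to tunicamycin control; Control set: tunicamycin high control, DMSO low control.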
tim10-1 inh = growth inhibitors of tim10-1 mutant yeast; S. cerevisiae tim10-1 ts strain growth, BacTiter-Glo, 24 h; inhibition, % at 20 µM; actives 2.2% (n = 330,000); AID 463190;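 active = inhibition of at least 40%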;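 note: mutant grown at 25 °C; 0% = DMSO wells with yeast and 100% = wells holding no yeast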
tim23-1 inh = growth inhibitors of tim23-1 mutant yeast; AID 463212; inhibition, % at 20 µM; S. cerevisiae tim23-1 growth, BacTiter-Glo luminescence, 24 h; actives 1.3% (n = 330,000);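 active = growth inhibition of the mutant yeast at or above 50%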;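 note: temperature-sensitive mutant grown at 25 °C; plate controls were DMSO-treated mutant yeast for no effect and medium wells lacking yeast for full effect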
697 NFkB inh = inhibitors of the PMA/ionomycin-induced NF-kB reporter in 697 B cells; 697 B-cell NF-kB luciferase reporter, 16 h; inhibition, % at 4 µM; actives 0.33% (n = 330,000); AID 435022; in the data active = inhibition above about 35%
UPR XBP1 act = adaptive UPR (XBP1) activation; actives 0.33% (n = 330,000); CHO-XBP1 luciferase reporter, IRE1-XBP1 UPR activation, luminescence; percent of tunicamycin response, DMSO as zero; activation, % at 20 µM;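 active = versus positive control, 20 µM dose yields 30% or more activation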;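 note: 100% = tunicamycin at 10 µg/mL and 0% = DMSO only wells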
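Material: IRE1-XBP1 luciferase reporter CHO line / Quantity: one thousand reporter cells per well / Buffer or medium: F12 with 10% serum / Compound: 20 µM single concentration, DMSO 1% / Times: 6 h treatment, 37 °C / Detection: Steady-Glo luciferase glow luminescence, 10 min after reagent addition / Benchmarks: tunicamycin high, DMSO low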
* hit, by the source's call.

`Cc1noc(C)c1S(=O)(=O)NCCN1CCN(c2ccccc2)CC1` gave Mdm2 MdmX PPI -10, Jurkat NFkB inh -4, TIM10 inh -10, CHOP UPR activ -3.1, tim10-1 inh 9, tim23-1 inh 5, 697 NFkB inh 16 and UPR XBP1 act 0.
For Cc1cc(Cl)c(S(=O)(=O)N2CC(C)OC(C)C2)cc1OCC(N)=O (stereo unspecified) the results were Mdm2 MdmX PPI 3, Jurkat NFkB inh 4, TIM10 inh 12, CHOP UPR activ 0.5, tim10-1 inh 9, tim23-1 inh 2, 697 NFkB inh 9 and UPR XBP1 act -1.
COc1ccccc1C(=O)NCC(=O)OC(C)C(=O)N(C)C1CCCCC1 (stereo unspecified) was read as Mdm2 MdmX PPI -11, Jurkat NFkB inh 3, TIM10 inh -2, CHOP UPR activ 2.0, tim10-1 inh -2, tim23-1 inh 2, 697 NFkB inh 1 and UPR XBP1 act -4.
For COc1ccccc1C(=O)C1CCCN(C(=O)c2cccnc2SC)C1 (stereo unspecified) the results were Mdm2 MdmX PPI 2, Jurkat NFkB inh 8, TIM10 inh 21, CHOP UPR activ 0.7, tim10-1 inh 12, tim23-1 inh 17, 697 NFkB inh 16 and UPR XBP1 act -1.
Screening CCCn1c(SCC(=O)Nc2cc(Cl)ccc2OC)nc(O)cc1=O returned Mdm2 MdmX PPI 19, Jurkat NFkB inh 0, TIM10 inh 2, CHOP UPR activ -0.7, tim10-1 inh -12, tim23-1 inh -13, 697 NFkB inh 17 and UPR XBP1 act 1.
O=C(NN1CCOCC1)c1cc(-c2ccc(Cl)c(Cl)c2)nc2ccccc12 was read as Mdm2 MdmX PPI -15, Jurkat NFkB inh -12, TIM10 inh -32, CHOP UPR activ 4.7, tim10-1 inh -18, tim23-1 inh -60, 697 NFkB inh -6 and UPR XBP1 act 2.
Screening CN(C)S(=O)(=O)Nc1ccccc1F returned Mdm2 MdmX PPI 12, Jurkat NFkB inh -1, TIM10 inh -17, CHOP UPR activ 2.5, tim10-1 inh -5, tim23-1 inh 2, 697 NFkB inh 5 and UPR XBP1 act -1.
Screening CC(C)C(NC(=O)Cc1ccccc1)C(=O)N1CCN(c2cccc(Cl)c2)CC1 (stereo unspecified) returned Mdm2 MdmX PPI 28, Jurkat NFkB inh 14, TIM10 inh 11, CHOP UPR activ 5.0, tim10-1 inh 18, tim23-1 inh 29, 697 NFkB inh -16 and UPR XBP1 act -4.
Screening O=C(Nc1cc(Cl)ccc1O)c1snnc1-c1ccccc1 returned Mdm2 MdmX PPI 93*, Jurkat NFkB inh -5, TIM10 inh 36, CHOP UPR activ -0.1, tim10-1 inh 36, tim23-1 inh 8, 697 NFkB inh 7 and UPR XBP1 act 1.
Screening Cc1ccccc1C1CC(c2cccs2)Nc2nnnn21 (stereo unspecified) returned Mdm2 MdmX PPI 8, Jurkat NFkB inh 5, TIM10 inh 7, CHOP UPR activ 2.1, tim10-1 inh 7, tim23-1 inh 11, 697 NFkB inh 3 and UPR XBP1 act -2.
Screening CCOc1cc2c(C)cc(=O)oc2cc1Cl returned Mdm2 MdmX PPI 2, Jurkat NFkB inh -11, TIM10 inh 18, CHOP UPR activ -0.8, tim10-1 inh 19, tim23-1 inh 12, 697 NFkB inh 0 and UPR XBP1 act -1.
`COc1ccc(NC(=O)CSc2n[nH]c(=O)n2C2CC2)cc1Cl` gave Mdm2 MdmX PPI 8, Jurkat NFkB inh -2, TIM10 inh 3, CHOP UPR activ 0.0, tim10-1 inh -2, tim23-1 inh -7, 697 NFkB inh 1 and UPR XBP1 act -4.
Screening CCn1cc(S(=O)(=O)Nc2cc(C(=O)OC)ccc2C)cn1 returned Mdm2 MdmX PPI 13, Jurkat NFkB inh 8, TIM10 inh -7, CHOP UPR activ -1.2, tim10-1 inh -16, tim23-1 inh -10, 697 NFkB inh 12 and UPR XBP1 act -2.
`CC(C)C(=O)Nc1nc(-c2ccccc2)ns1` gave Mdm2 MdmX PPI -38, Jurkat NFkB inh -47, TIM10 inh 15, CHOP UPR activ 6.8, tim10-1 inh 14, tim23-1 inh 23, 697 NFkB inh -76 and UPR XBP1 act 5.
For CCN(CC)S(=O)(=O)c1ccc2[nH]cc(C(=O)NCCN3CCCCC3C)c(=O)c2c1 (stereo unspecified) the results were Mdm2 MdmX PPI 11, Jurkat NFkB inh 4, TIM10 inh -5, CHOP UPR activ 2.4, tim10-1 inh 1, tim23-1 inh 1, 697 NFkB inh 10 and UPR XBP1 act 1.
`CCN(CC)S(=O)(=O)c1ccc(S(=O)(=O)Nc2cc3c(cc2C(C)=O)OCO3)cc1` gave Mdm2 MdmX PPI 27, Jurkat NFkB inh 1, TIM10 inh 18, CHOP UPR activ -0.1, tim10-1 inh 10, tim23-1 inh 16, 697 NFkB inh 15 and UPR XBP1 act 0.
For O=C(Nc1nnc(SCc2ccc(Cl)cc2)s1)C1CC(=O)N(Cc2ccccc2)C1 (stereo unspecified) the results were Mdm2 MdmX PPI -1, Jurkat NFkB inh -9, TIM10 inh 6, CHOP UPR activ -1.4, tim10-1 inh 5, tim23-1 inh 0, 697 NFkB inh -1 and UPR XBP1 act -4.
Screening COc1ccc(Cc2nnc(NC(=O)C3CCN(C(=O)c4ccco4)CC3)s2)cc1 returned Mdm2 MdmX PPI 9, Jurkat NFkB inh 13, TIM10 inh 13, CHOP UPR activ -0.2, tim10-1 inh 15, tim23-1 inh 25, 697 NFkB inh -6 and UPR XBP1 act -2.
`COc1ccc(CC(=O)Nc2cc(C)c3c(=O)oc4ccccc4c3n2)cc1` gave Mdm2 MdmX PPI 23, Jurkat NFkB inh 5, TIM10 inh -3, CHOP UPR activ 0.7, tim10-1 inh -2, tim23-1 inh 15, 697 NFkB inh 14 and UPR XBP1 act -2.
CCNC(=O)NC(=O)CSc1nnc(-c2c[nH]c3ccccc23)o1 was read as Mdm2 MdmX PPI 1, Jurkat NFkB inh 1, TIM10 inh -18, CHOP UPR activ 1.4, tim10-1 inh 8, tim23-1 inh 7, 697 NFkB inh -2 and UPR XBP1 act 2.
`C/C(=N\NC(=O)OC(C)(C)C)c1cccc([N+](=O)[O-])c1` gave Mdm2 MdmX PPI -19, Jurkat NFkB inh -19, TIM10 inh 10, CHOP UPR activ 1.9, tim10-1 inh 6, tim23-1 inh -1, 697 NFkB inh -5 and UPR XBP1 act 3.
CCOc1ccc(NC(=O)c2ccccc2SC)cc1 was read as Mdm2 MdmX PPI -25, Jurkat NFkB inh -13, TIM10 inh 6, CHOP UPR activ 3.1, tim10-1 inh 16, tim23-1 inh 11, 697 NFkB inh -12 and UPR XBP1 act 1.
For Cc1nn(-c2ccccc2)c(C)c1/C=N\NS(=O)(=O)c1ccc(Cl)cc1 the results were Mdm2 MdmX PPI -12, Jurkat NFkB inh -6, TIM10 inh 10, CHOP UPR activ 0.8, tim10-1 inh 32, tim23-1 inh 46, 697 NFkB inh 2 and UPR XBP1 act -4.
`COc1cc2c(cc1OC)C(C)N(C(=O)c1sc(-c3cnccn3)nc1C)CC2` (stereo unspecified) gave Mdm2 MdmX PPI -3, Jurkat NFkB inh 9, TIM10 inh 35, CHOP UPR activ 1.1, tim10-1 inh 27, tim23-1 inh 33, 697 NFkB inh 4 and UPR XBP1 act -1.

Arranged by SMILES length (low to high): part of the list above
For Cc1nn(-c2ccccc2)c(C)c1/C=N\NS(=O)(=O)c1ccc(Cl)cc1 the results were Mdm2 MdmX PPI -12, Jurkat NFkB inh -6, TIM10 inh 10, CHOP UPR activ 0.8, tim10-1 inh 32, tim23-1 inh 46, 697 NFkB inh 2 and UPR XBP1 act -4.
For O=C(Nc1nnc(SCc2ccc(Cl)cc2)s1)C1CC(=O)N(Cc2ccccc2)C1 (stereo unspecified) the results were Mdm2 MdmX PPI -1, Jurkat NFkB inh -9, TIM10 inh 6, CHOP UPR activ -1.4, tim10-1 inh 5, tim23-1 inh 0, 697 NFkB inh -1 and UPR XBP1 act -4.
For CCN(CC)S(=O)(=O)c1ccc2[nH]cc(C(=O)NCCN3CCCCC3C)c(=O)c2c1 (stereo unspecified) the results were Mdm2 MdmX PPI 11, Jurkat NFkB inh 4, TIM10 inh -5, CHOP UPR activ 2.4, tim10-1 inh 1, tim23-1 inh 1, 697 NFkB inh 10 and UPR XBP1 act 1.

Additional compounds.
O=C(OCc1ccc(F)cc1)c1cc(=O)c2ccccc2o1 was read as Mdm2 MdmX PPI -4, Jurkat NFkB inh 3, TIM10 inh 12, CHOP UPR activ 3.2, tim10-1 inh 6, tim23-1 inh 94*, 697 NFkB inh 6 and UPR XBP1 act 4.
CCN(CCNC(=O)c1ccc2nc(-c3ccccc3NC(C)=O)c(=O)[nH]c2c1)c1ccccc1 was read as Mdm2 MdmX PPI 11, Jurkat NFkB inh 11, TIM10 inh 5, CHOP UPR activ 0.1, tim10-1 inh 8, tim23-1 inh 10, 697 NFkB inh 2 and UPR XBP1 act 1.
O=C(c1ccco1)N1CCN(C(=O)c2sccc2-c2ccccc2)CC1 was read as Mdm2 MdmX PPI 7, Jurkat NFkB inh 1, TIM10 inh 14, CHOP UPR activ -0.4, tim10-1 inh 16, tim23-1 inh 14, 697 NFkB inh 16 and UPR XBP1 act 0.
For O=C(CCn1cccn1)Nc1ccc2c(c1)OCO2 the results were Mdm2 MdmX PPI -9, Jurkat NFkB inh -23, TIM10 inh -2, CHOP UPR activ 0.7, tim10-1 inh -7, tim23-1 inh -2, 697 NFkB inh -16 and UPR XBP1 act -3.
For O=C(Oc1ccccc1N1C(=O)C2CC=CCC2C1=O)c1ccc(Br)cc1 (stereo unspecified) the results were Mdm2 MdmX PPI -34, Jurkat NFkB inh -3, TIM10 inh 21, CHOP UPR activ 0.7, tim10-1 inh 39, tim23-1 inh 32, 697 NFkB inh -15 and UPR XBP1 act -2.
Cn1c(N)c(C(=O)COC(=O)C2CC(O)CN2S(=O)(=O)c2ccc(Cl)cc2)c(=O)n(C)c1=O (stereo unspecified) was read as Mdm2 MdmX PPI 6, Jurkat NFkB inh -5, TIM10 inh 10, CHOP UPR activ 3.2, tim10-1 inh -10, tim23-1 inh 7, 697 NFkB inh 4 and UPR XBP1 act 1.
Screening O=C(CNC(=O)OCc1ccccc1)Nc1ccc(F)cc1 returned Mdm2 MdmX PPI 18, Jurkat NFkB inh -16, TIM10 inh 1, CHOP UPR activ -0.1, tim10-1 inh -23, tim23-1 inh -13, 697 NFkB inh -7 and UPR XBP1 act 0.
Cc1cc(N)ccc1-n1c(C)ccc1C was read as Mdm2 MdmX PPI 1, Jurkat NFkB inh 6, TIM10 inh -6, CHOP UPR activ 0.5, tim10-1 inh -8, tim23-1 inh 6, 697 NFkB inh 8 and UPR XBP1 act 4.
CC(=O)c1ccccc1-c1csc2ncnc(Sc3nnnn3C)c12 was read as Mdm2 MdmX PPI 32, Jurkat NFkB inh -20, TIM10 inh 8, CHOP UPR activ 2.0, tim10-1 inh 0, tim23-1 inh 9, 697 NFkB inh -78 and UPR XBP1 act 1.
`O=c1c2cc([N+](=O)[O-])ccc2nc(CN2CCN(c3ccccn3)CC2)n1-c1ccccc1F` gave Mdm2 MdmX PPI 10, Jurkat NFkB inh -9, TIM10 inh -13, CHOP UPR activ -0.7, tim10-1 inh 1, tim23-1 inh 12, 697 NFkB inh 4 and UPR XBP1 act -3.
For CCOC(=O)N1CCN(c2c(F)cc3[nH]c(=S)[nH]c3c2Br)CC1 the results were Mdm2 MdmX PPI 61*, Jurkat NFkB inh 13, TIM10 inh 23, CHOP UPR activ -1.0, tim10-1 inh 57*, tim23-1 inh 35, 697 NFkB inh -30 and UPR XBP1 act 12.
Screening COc1cc(/C=C2/C(=N)N3C(SC)=NSC3=NC2=O)ccc1OC(=O)c1ccco1 returned Mdm2 MdmX PPI 0, Jurkat NFkB inh 10, TIM10 inh 24, CHOP UPR activ 9.7, tim10-1 inh 9, tim23-1 inh 17, 697 NFkB inh -9 and UPR XBP1 act 10.
